N-glyco inh = increase of ERlucT glycosylation luciferase signal, primary screen, N-linked glycosylation inhibitor project, D54 ERlucT cells, luminescence, set 2 | reporter increase, % at 12.5 µM | hit rate 0.23% among 360,000 | D54 ERlucT glycosylation luciferase reporter, 24 h; percent of 100 nM tunicamycin response | AID 588692, 2011;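 active means mean luciferase reporter signal, scaled so untreated is 0 and the glycosylation-blocking control 100, at or above a set limit in every replicate; inconclusive means mean reaches the limit but not every replicate does; inactive means mean below the limit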;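 further: luciferase carries N-glycosylation sites so blocking glycosylation raises the light; 0% = median of neutral control wells and 100% = median of 100 nM tunicamycin wells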
ABCB6 inh 2 = ABCB6 transporter inhibitors, primary screen, K562-ABCB6 cells, flow cytometry, MLPCN library; AID 602162, 2011; K562-ABCB6 porphyrin accumulation, 1 h; hits give low values; ATP-binding cassette sub-family B member 6 (Homo sapiens), Q9NP58; fluorescence ratio to DMSO, % at 10 µM; hit rate 0.19% among 360,000;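 active means fluorescence ratio to DMSO below 75%, the collection mean minus 3 SD; inconclusive means too few cells collected in the well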;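 further: signal is porphyrin accumulated inside mitochondria; 100% equals median channel fluorescence of DMSO control wells; lower ratio means ABCB6 inhibition with less porphyrin fluorescence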
m5-HT2A agonist = mouse Htr2a agonists via beta-arrestin recruitment, primary screen, cell-based, luminescence; CHO-K1 mHTR2A beta-arrestin complementation; percent of 30 µM serotonin response; activation, % at 7.6 µM; hit rate 0.66% among 360,000;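 active means activation above a run cutoff, the mean activation of all tested compounds plus 3 SD, cut at about 14% in these data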;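 further: 0% = plate median of compound wells and 100% = 30 µM serotonin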
Target sequence (P35363 whole entry, looked up): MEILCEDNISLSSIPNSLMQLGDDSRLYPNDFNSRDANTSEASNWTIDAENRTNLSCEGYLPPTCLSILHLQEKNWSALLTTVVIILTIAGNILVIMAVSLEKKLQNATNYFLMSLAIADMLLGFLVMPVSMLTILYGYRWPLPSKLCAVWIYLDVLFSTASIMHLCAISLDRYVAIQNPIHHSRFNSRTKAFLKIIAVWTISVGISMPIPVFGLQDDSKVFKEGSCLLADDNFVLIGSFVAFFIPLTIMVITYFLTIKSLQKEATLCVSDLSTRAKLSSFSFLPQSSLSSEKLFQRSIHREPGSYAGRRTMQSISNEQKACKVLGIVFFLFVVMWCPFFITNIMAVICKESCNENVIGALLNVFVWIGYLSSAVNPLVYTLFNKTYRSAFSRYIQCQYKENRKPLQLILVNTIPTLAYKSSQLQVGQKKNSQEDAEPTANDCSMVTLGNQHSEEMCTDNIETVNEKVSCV
MC4R ag barr = MC4R agonists recruiting beta-arrestin, primary screen, cell-based, luminescence, agonist arm of biased-ligand search | hit rate 0.98% among 360,000 | Melanocortin receptor 4 (Homo sapiens), P32245 | activation, % at 8.9 µM | U2OS MC4R beta-arrestin complementation; percent of melanotan II response, DMSO zero;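 active means activation above a per-plate cutoff, the mean activation of sample wells on that plate plus 3 SD, cut at about 8% in these data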
Cardio protect = cardioprotection against H2O2-induced cell death, primary screen, uHTS, H9c2 cells, ATPLite luminescence; H9c2 cardiomyocytes, H2O2 injury protection, 2 h; protection from H2O2 cell death, % at 20 µM; hit rate 0.63% among 360,000;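 active means compounds giving at least 50% protection of heart cells from peroxide-induced death in the single-dose screen, raw or plate-pattern-corrected value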;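 further: 0% = DMSO wells with peroxide and 100% = DMSO wells without peroxide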
PDI inh = inhibitors of human PDI, primary screen, biochemical, turbidity, single point, plate reader. Protein disulfide-isomerase (Homo sapiens), P07237. hit rate 0.052% among 350,000. AID 588391, 2011. PDI insulin aggregation turbidity, A650, 90 min. inhibition, % at 10 µM;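 active means mean inhibition across replicates of 30% or more, whatever share of single replicates reach that level; inconclusive means mean inhibition below 30% while every single replicate reaches 30%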;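 further: absorbance from insulin aggregation driven by PDI reduction with DTT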
Target sequence (P07237 whole entry, looked up): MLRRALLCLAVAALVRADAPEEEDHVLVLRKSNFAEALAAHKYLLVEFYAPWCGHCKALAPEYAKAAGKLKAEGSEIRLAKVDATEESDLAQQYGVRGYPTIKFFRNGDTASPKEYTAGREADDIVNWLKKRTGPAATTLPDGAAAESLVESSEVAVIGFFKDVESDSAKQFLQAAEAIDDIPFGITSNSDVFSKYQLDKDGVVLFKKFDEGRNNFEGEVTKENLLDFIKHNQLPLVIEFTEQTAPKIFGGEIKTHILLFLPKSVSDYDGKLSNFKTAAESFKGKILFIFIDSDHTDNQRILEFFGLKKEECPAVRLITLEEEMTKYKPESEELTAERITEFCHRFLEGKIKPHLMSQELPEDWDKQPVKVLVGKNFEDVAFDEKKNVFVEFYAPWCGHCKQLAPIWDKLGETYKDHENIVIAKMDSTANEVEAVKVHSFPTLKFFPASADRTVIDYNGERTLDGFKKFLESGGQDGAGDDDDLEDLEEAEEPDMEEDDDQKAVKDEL
CaV13 FRET inh = Disruptors of the CACNA1D IQ motif to Ca2+-dependent inactivation inhibitor domain association, primary screening, Förster resonance energy transfer in intact living … | HEK cells, CFP/YFP FRET ICDI-IQ, plate reader, 10 min; percent FRET-ratio fall versus neutral wells | hit rate 0.098% among 340,000 | inhibition, % at 12.3 µM;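 active means mean replicate inhibition of at least 30% and at least 1% of replicates passing that level; inconclusive means only one of the two criteria is met; inactive means neither criterion is met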;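 further: 0% = median of the neutral control wells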
ABHD5 PLIN5 PPI = ABHD5-PLIN5 interaction inhibitors, primary screen, cell lysate, split luciferase complementation, luminescence; Perilipin-5 (Homo sapiens) + 1-acylglycerol-3-phosphate O-acyltransferase ABHD5 (Homo …; Split G. princeps luciferase complementation, 4 h; inhibition, % at 4 µM; hit rate 0.78% among 360,000; AID 602281, 2012;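 active means inhibition above the mean inhibition across every tested compound plus 3 SD, cut at about 22% in these data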;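 further: 0% = DMSO only wells and the 100% control is not disclosed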
MC4R antag cAMP = MC4R antagonists of cAMP signaling, primary screen, cell-based, TR-FRET, antagonist arm of biased-ligand search. Melanocortin receptor 4 (Homo sapiens), P32245. MC4R-expressing cells, MTII-stimulated cAMP, LANCE TR-FRET. inhibition, % at 6.5 µM. hit rate 0.48% among 360,000. AID 540295, 2011;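 active means inhibition above its plate's cutoff, the mean of tested wells on that plate plus 3 SD, cut at about 29% in these data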;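 further: 0% = Melanotan II alone and 100% = Melanotan II plus saturating MCL0020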
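Material – human MC4R-expressing U2OS cells · Repeats – no replicates · Detection – TR-FRET with Eu-cAMP and labeled anti-cAMP, 671 nm · Times – compound 30 min, challenge 1 h, detection 1 h · Compound – single nominal compound dose of 6.5 µM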
Exocytosis inh = LAMP-1 surface exposure blockers, TALL-104 cells – cell-based, flow cytometry, MLPCN library, primary screen; inhibition, % at 10 µM; AID 651702, 2012; TALL-104 LAMP-1 surface exposure; cells stimulated with thapsigargin and PMA; hit rate 0.66% among 360,000;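 active means inhibition above about 55%, limit read from the data; inconclusive means no clear call, values can overlap the other calls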
* hit, by the source's call; ? = inconclusive; nt = no result given.

SMILES	N-glyco inh	ABCB6 inh 2	m5-HT2A agonist	MC4R ag barr	Cardio protect	PDI inh	CaV13 FRET inh	ABHD5 PLIN5 PPI	MC4R antag cAMP	Exocytosis inh
CCCCSc1nc2sc3c(c2c(=O)n1-c1ccc(OC)cc1)CCN(C)C3	1	99	1	-0.9	-4	-8	-19	17	1	10
C=CC[C@@H](Cc1ccc(F)cc1)C(=O)OC[C@@H]1CCCN1C(=O)[C@@H](CC=C)CC(=O)N(CCO)Cc1ccccc1	-3	102	-5	0.2	-4	-2	-9	-2	-1	-2
Clc1ccc(CN2CCN(c3ncccn3)CC2)cc1Cl	0	98	27*	0.9	-2	4	-21	4	9	1
O=C(CSc1nc2nc(-c3cccs3)cc(C(F)(F)F)c2c(=O)[nH]1)C(F)(F)F	37*	87	4	-2.3	3	2	-21	-18	4	?
CC(=O)Nc1ccc(Cl)cc1C(=O)O	-1	107	1	-1.2	0	1	-1	-4	3	4
Cc1csc(NC(=O)CCCNC(=O)c2ccc(Cl)cc2)n1	0	104	12	0.0	-3	4	-2	7	2	-16
CCN(CC)S(=O)(=O)c1ccc2[nH]cc(C(=O)NCCCN3CCCCC3C)c(=O)c2c1 (centres undefined)	0	95	-6	-0.8	2	3	-5	1	-3	-2
CCc1nnc(NS(=O)(=O)c2ccc(N/C=C\C(=O)c3cccc4ccccc34)cc2)s1	8	94	2	-1.4	-2	-2	-18	0	5	7
CC1=C(C(=O)N(C)C)CC(CC(=O)NC(c2ccccc2)c2ccccc2)C(=O)N1CCC1=CCCCC1 (centres undefined)	-2	91	3	0.9	5	4	-2	7	3	2
Cc1ccc(NC(=O)COc2ccc(N(C)S(=O)(=O)c3ccc(F)cc3)cc2)cc1	-2	94	-4	-2.9	-14	0	-5	-6	6	-4
Cc1cc(C)nc(NC(=O)c2ccc(Cl)c([N+](=O)[O-])c2)n1	0	100	2	-1.0	0	-3	-5	-1	14	1
CCCn1c2ccccc2c2cnn(CC(=O)NCCCN3CCCCC3CC)c(=O)c21 (centres undefined)	1	96	-1	-2.0	3	0	-2	-3	3	4
COc1ccc(NC(=O)c2cccnn2)cc1	1	97	2	0.4	-5	2	-2	-9	3	-2
CC(=O)OC1CCC2(C)C(CCC3C4CC=C(C(C)=O)C4(C)OC(=O)CC32)C1 (centres undefined)	-13	98	-1	-1.6	-10	0	-5	61*	42*	3
C[C@H](NC(=O)NCc1ccc(F)cc1)C(=O)O	-1	96	6	1.0	-2	12	-3	10	-13	1
CC1(C)CC(=O)C=C(c2ccc(-c3ccc(S(C)(=O)=O)cc3)cc2)C1=O	-3	97	-3	-1.0	43	-1	-6	-3	-3	0
COCCCNC(=O)C1Cc2cc(S(=O)(=O)N3CCCC3)ccc2N1C(C)=O (centres undefined)	4	99	2	-2.4	1	7	-5	-4	23	0
CC(=O)N1c2ccccc2NC2=C(C(=O)CCC2)C1c1cccnc1 (centres undefined)	4	94	3	-0.8	8	-3	1	10	3	2
CC(Cc1ccccc1)C(=O)N(C)Cc1ccccc1 (centres undefined)	0	99	-1	0.3	-3	-3	-9	-4	6	-1
COc1ccccc1N(CN1CCCC1=O)C(=O)c1ccccc1F	1	101	2	-1.6	4	2	-4	6	9	7
Cc1ccc(-c2onc3ccc(C(=O)/C=C/N(C)C)cc23)cc1	-6	93	-6	-0.6	13	-8	-9	-3	6	1
CCOc1ccc(C(=O)NC(=S)Nc2ccccc2N2CCCCC2)cc1[N+](=O)[O-]	-8	94	2	-1.1	-16	4	-6	-4	12	2
CCN1CCN(c2ccc(NC(=O)c3ccc4c(c3)OCCO4)cc2C)CC1	-15	101	-5	-2.2	-5	-7	-5	-12	10	0
CC(C)(C)OC(=O)N1CCCN(C(=O)c2ccc(Cl)cc2)CC1	-2	98	-2	-2.2	0	0	-13	-3	0	-2
COc1cc(C(=O)Oc2cc(C)cc(C)c2)cc(OC)c1OC	0	92	3	0.4	4	0	-5	-4	8	-3

Among those listed so far, these have a Cl atom:
SMILES	N-glyco inh	ABCB6 inh 2	m5-HT2A agonist	MC4R ag barr	Cardio protect	PDI inh	CaV13 FRET inh	ABHD5 PLIN5 PPI	MC4R antag cAMP	Exocytosis inh
Clc1ccc(CN2CCN(c3ncccn3)CC2)cc1Cl	0	98	27*	0.9	-2	4	-21	4	9	1
CC(=O)Nc1ccc(Cl)cc1C(=O)O	-1	107	1	-1.2	0	1	-1	-4	3	4
Cc1csc(NC(=O)CCCNC(=O)c2ccc(Cl)cc2)n1	0	104	12	0.0	-3	4	-2	7	2	-16
Cc1cc(C)nc(NC(=O)c2ccc(Cl)c([N+](=O)[O-])c2)n1	0	100	2	-1.0	0	-3	-5	-1	14	1
CC(C)(C)OC(=O)N1CCCN(C(=O)c2ccc(Cl)cc2)CC1	-2	98	-2	-2.2	0	0	-13	-3	0	-2

MC4R antag cAMP, hit marks shown above.
SMILES | N-glyco inh | ABCB6 inh 2 | m5-HT2A agonist | MC4R ag barr | PDI inh | CaV13 FRET inh | ABHD5 PLIN5 PPI | MC4R antag cAMP | Exocytosis inh
CC(=O)OC1CCC2(C)C(CCC3C4CC=C(C(C)=O)C4(C)OC(=O)CC32)C1 (centres undefined) | -13 | 98 | -1 | -1.6 | 0 | -5 | 61* | 42* | 3

The results go on.
SMILES	N-glyco inh	ABCB6 inh 2	m5-HT2A agonist	MC4R ag barr	Cardio protect	PDI inh	CaV13 FRET inh	ABHD5 PLIN5 PPI	MC4R antag cAMP	Exocytosis inh
COC(=O)C1=C(C)OC(N)=C(C#N)C1c1cc(OC)ccc1OC (centres undefined)	0	100	3	0.6	-2	0	nt	2	13	-2
COC(=O)/C=C1\N/C(=N\c2nc(C)cc(C)n2)N(c2ccc(C)cc2)C1=O	-1	99	0	-1.3	1	1	-5	-2	-2	-4
Cc1cc(C)cc(C(=O)NC(CC(N)=O)c2ccc(NC3CCCCC3)c([N+](=O)[O-])c2)c1 (centres undefined)	0	92	1	-0.8	-4	-5	-8	2	2	1
Cc1ccc(CNC(=O)C(NS(=O)(=O)c2cccc3nsnc23)c2ccccc2)cc1 (centres undefined)	-2	97	-2	-2.3	-1	-4	-3	-7	16	4
COCCn1c(SCC(=O)Nc2cccnc2Cl)nc2cc(Cl)ccc2c1=O	1	95	3	0.9	10	-2	-17	6	9	-2
CC(=O)Nc1ccc(C(=O)OCC(=O)N(Cc2ccccc2)C(C)(C)C)cc1	0	100	-2	0.3	7	5	-8	2	5	0
CCN(CC)C(=O)c1sc(NC(=O)c2cc(-c3ccc(C)s3)nc3ccccc23)c(C(=O)OC)c1C	-1	99	4	1.3	5	-6	nt	0	5	-1
Cc1nnc(SCc2nnc(-c3ccc(Cl)cc3)o2)n1-c1ccccc1	-4	96	-3	1.0	-11	-2	-1	-1	2	3
Cc1cccc(C)c1NC(=O)CCCSc1nnc(-c2ccc(Cl)cc2)n1-c1ccccc1	0	127	-2	1.9	-6	-5	-3	-5	1	4
CCOC(=O)N1CCN(C(=O)CN(C2CCCCC2)S(=O)(=O)c2c(C)cc(C)cc2C)CC1	-4	97	0	-0.9	2	0	-4	0	14	-4
O=C(CN1C(=O)S/C(=C\c2ccccn2)C1=O)Nc1ccc(F)cc1	2	96	1	-3.6	5	0	nt	-10	5	4
O=C(O)c1cc(-c2ccco2)nc2cc3ccccc3cc12	-4	102	0	1.3	-4	5	24	11	1	-10
CCCN1CCN(C(=S)Nc2ccc(S(N)(=O)=O)cc2)CC1	2	97	16*	-3.1	-2	-21	10	-1	-8	-2
Cc1cccn2c(=O)c3cc(C(=O)NC4CCS(=O)(=O)C4)n(Cc4ccccc4)c3nc12 (centres undefined)	1	95	1	4.8	-2	-2	-14	0	15	1
O=C1NNC(c2ccccc2)=N/C1=C\c1ccco1	2	101	-1	-0.6	1	-19	-3	6	-6	-8
Cc1ccc(-c2nc(-c3ccccc3)no2)c(Cl)c1	-19	94	-3	2.9	-15	1	-6	-1	2	6
Cc1ccc2c(CC(=O)OCc3csc(C)n3)coc2c1	0	99	0	-2.5	9	-2	nt	-4	2	-3
CC(C)C(=O)Nc1nnc(SCc2cccc(F)c2)s1	-1	97	-5	0.5	-2	8	2	-3	4	10
O=C(c1ccc(Cl)cc1)N(Cc1ccc(Br)cc1)N1C(=O)CCC1=O	-1	101	-4	-0.6	6	-1	0	4	6	-6
Cc1ccccc1NC(=O)COC(=O)c1cc[n+]([O-])cc1	2	98	3	-2.4	2	-3	-6	8	3	-2
CCOc1nc(N2CCCCC2)nc(-n2cc(-c3ccccc3)nn2)n1	1	105	-1	1.0	-2	2	nt	-8	5	-1
Cc1ccc(NC(=O)c2cc(S(=O)(=O)Nc3ccc(C)cc3)cs2)cc1	-2	99	-7	9.6*	-21	-8	nt	-6	-3	-2
Cc1ccc(N(C(=O)Cc2c[nH]c3ccccc23)C(C(=O)NC2CCCCC2)c2ccco2)cc1 (centres undefined)	4	100	-1	-1.4	3	13	nt	-1	9	-3
O=C1c2ccccc2C(=O)N1CCN1CCOCC1	1	98	2	-0.6	9	nt	-2	-7	11	0
COc1ccc(CNC(=O)C2CCC(CNc3c(N4CCCCC4)c(=O)c3=O)CC2)cc1 (centres undefined)	0	98	1	3.4	0	5	-5	-1	-5	-9

In another format: entries from further up.
Every second line gives: N-glyco inh, ABCB6 inh 2, m5-HT2A agonist, MC4R ag barr, Cardio protect, PDI inh, CaV13 FRET inh, ABHD5 PLIN5 PPI, MC4R antag cAMP, Exocytosis inh
- CCOc1nc(N2CCCCC2)nc(-n2cc(-c3ccccc3)nn2)n1
  1, 105, -1, 1.0, -2, 2, nt, -8, 5, -1
- Cc1ccc(NC(=O)c2cc(S(=O)(=O)Nc3ccc(C)cc3)cs2)cc1
  -2, 99, -7, 9.6*, -21, -8, nt, -6, -3, -2
- Cc1ccc(N(C(=O)Cc2c[nH]c3ccccc23)C(C(=O)NC2CCCCC2)c2ccco2)cc1 (centres undefined)
  4, 100, -1, -1.4, 3, 13, nt, -1, 9, -3

Bioassay records: PubChem, several laboratories
